# JMJD2A Tudor = JMJD2A Tudor domain (human) inhibition; O75164; AlphaScreen JMJD2A-Tudor / H3K4me3 peptide binding; Potency, µM (series often up to 114 µM), inactives show top-dose activity change, negative = inhibition, usual class: inhibitors; 390,000 tested, 4.4% active; AID 504339; also: potency is read from the fitted curve at half-maximal effect; % is scaled to controls: 0 for no effect and ±100 for the full control effect; nearly all actives have a fitted effect of over 50% in size
# ALOX12 inh = ALOX12 (human) lipoxygenase inhibition; 580,000 tested, 1.1% active; purified 12hLO, xylenol orange hydroperoxide absorbance; P18054; Potency, µM (series often up to 108 µM), inactives show at the highest dose activity change, negative = inhibition, most hits filed as inhibitors; also: potency is read from the fitted curve at half-maximal effect; % is scaled to controls: 0 for no effect and ±100 for the full control effect
# Target sequence (P18054 whole entry, looked up): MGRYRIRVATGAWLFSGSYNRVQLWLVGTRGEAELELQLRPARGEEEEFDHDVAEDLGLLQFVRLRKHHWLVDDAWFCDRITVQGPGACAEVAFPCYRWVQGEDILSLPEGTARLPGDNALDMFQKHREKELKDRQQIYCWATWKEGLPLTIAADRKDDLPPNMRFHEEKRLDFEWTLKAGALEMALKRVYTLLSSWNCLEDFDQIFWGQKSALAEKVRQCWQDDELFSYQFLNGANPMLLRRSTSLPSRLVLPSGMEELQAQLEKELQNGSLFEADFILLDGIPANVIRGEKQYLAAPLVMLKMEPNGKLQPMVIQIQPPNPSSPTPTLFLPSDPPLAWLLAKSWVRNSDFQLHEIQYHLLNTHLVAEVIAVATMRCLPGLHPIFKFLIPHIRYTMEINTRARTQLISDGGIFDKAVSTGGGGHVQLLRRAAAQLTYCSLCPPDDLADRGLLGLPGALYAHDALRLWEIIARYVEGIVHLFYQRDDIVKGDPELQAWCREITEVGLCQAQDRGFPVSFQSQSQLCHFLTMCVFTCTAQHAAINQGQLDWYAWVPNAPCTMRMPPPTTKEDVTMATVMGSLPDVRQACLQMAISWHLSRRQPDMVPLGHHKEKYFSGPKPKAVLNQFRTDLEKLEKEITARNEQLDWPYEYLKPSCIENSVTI
#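 Purified human 12hLO (150 nM final) in 25 mM Hepes, 0.01% Triton X-100, pH 7.0 was preincubated 15 min at room temperature with compound. Then 40 uM arachidonic acid was added, 30 min. Hydroperoxide was read by Fe-XO absorbance ratio 573/405 nm.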
# HP1b chromo inh = HP1-beta chromodomain-methylated histone interaction inhibition; AID 540317; 390,000 tested, 0.56% active; Potency, µM (top dose mostly 114 µM), for the others: at the highest dose activity change, negative = inhibition, most hits filed as inhibitors; P83916; AlphaScreen HP1-beta / biotin-H3K9me3 peptide binding; also: potency is read from the fitted curve at half-maximal effect; nearly all actives have a fitted effect of over 70% in size; inactives centre near 23
# Target sequence (P83916 whole entry, looked up): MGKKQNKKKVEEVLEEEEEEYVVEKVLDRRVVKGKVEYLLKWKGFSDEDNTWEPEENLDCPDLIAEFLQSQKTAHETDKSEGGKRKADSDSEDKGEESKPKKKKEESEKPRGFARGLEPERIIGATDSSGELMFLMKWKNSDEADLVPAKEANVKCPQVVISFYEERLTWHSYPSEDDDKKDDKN
#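 AlphaScreen: HP1-beta (50 nM) preformed 30 min with biotin-H3(1-18)K9me3 peptide (50 nM) in PBS pH 7.4, 0.01% Tween-20. Compound added for 30 min at RT, then streptavidin donor/nickel chelate acceptor beads (10 ug/mL) for 30 min.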
# ERG-DNA inh = inhibitors of human ERG Ets domain-DNA interaction | 370,000 tested, 0.028% active | AID 624246 | fluorescence polarization, His-ERG Ets domain / labelled DNA | Potency, µM (highest dose often 76.9 µM), for inactives: at the highest dose FP activity, negative = inhibition, hits mostly inhibitors; active = well fitted inhibition curve with a large enough effect in the polarisation, with a control signal flat; inconclusive = small, poorly fitted or top-dose-only effect, or effect the other way, or a change in a side signal; inactive = no such curve, though single readings can be large or run the other way; the % refers to the polarisation;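 also: polarization taken with two DNA probes labelled with fluorescein and Texas red; potency is read from the fitted curve at half-maximal effect; % of control where 0% means no effect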
#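 His-tagged ERG Ets domain (1 uM in the protein solution; 300mM KCl, 50mM Tris-HCl, 1mM EDTA, 1mM DTT, pH 7.5) received compound, then a probe mix of 5 nM fluorescein-DNA and 100nM Texas-615-DNA. Fluorescence polarization was read for both dyes.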
# GLS inhibitor = blocks human kidney-isoform glutaminase activity; GLS enzymatic activity, qHTS titration; Potency, µM (series often up to 45.5 µM), for inactives: top-dose activity change, negative = inhibition, hits mostly inhibitors; 410,000 tested, 0.21% active; AID 624170; also: potency is read from the fitted curve at half-maximal effect; % is scaled to controls: 0 for no effect and ±100 for the full control effect
#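 hKGA in 45 mM KH2PO4 (pH 8.2), 0.02% Tween-20 with compound, then 1mM L-Glutamine (stock as added) plus glutamate oxidase/HRP/Amplex red coupling mix. Fluorescence read initially and after 30 min at RT; signal change reflects glutamate formation.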
# PI4K2A block = PI4K2A (human) kinase inhibition | Q9BTU6 | purified PI4K2A, ADP-Glo luminescence, 1 h; active compounds read low | activity change, negative = inhibition, % at 76.9 µM | 420,000 tested, 0.13% active | AID 1346378; in the data active = activity change below about -50%; inconclusive = mostly about -30% to -49%;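 also: -100% = wells without enzyme as full effect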
#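 In this quantitative HTS, ADP production by PI4K2A was quantified luminescently after 1 h at ambient temperature; 100 microM adenosine served as plate-quality control.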
# G9a block = G9a (human) methyltransferase inhibition | G9a H3K9 monomethylation, AlphaScreen, 2 h | Potency, µM (series often up to 102 µM), for inactives: at the top dose activity, negative = inhibition, hits mostly inhibitors | 350,000 tested, 8.8% active | AID 504332; also: potency is read from the fitted curve at half-maximal effect; % is scaled to controls: 0 for no effect and ±100 for the full control effect; nearly all actives have a fitted effect of over 75% in size
#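 Readings reflect AlphaScreen signal from monomethyl-H3K9 antibody detection. HMT at 20 nM; substrate b-H3K9 500 nM; cofactor SAM 20 uM; 2 h RT reaction; compounds tested as titrations in qHTS with 15 min preincubation.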
# BAZ2B block = inhibitors of human BAZ2B bromodomain; Potency, µM (titrated, usually from 114 µM), for the others: top-dose activity change, negative = inhibition, hits mostly inhibitors; AlphaScreen BAZ2B-H3K14Ac peptide displacement; AID 504333; 360,000 tested, 4.4% active; also: potency is read from the fitted curve at half-maximal effect; % is scaled to controls: 0 for no effect and ±100 for the full control effect; nearly all actives have a fitted effect of over 60% in size
#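 AlphaScreen displacement: compounds (up to 110uM) incubated 30 min at room temperature with a preformed 50 nM BAZ2B/50 nM biotinylated H3K14Ac peptide complex in PBS pH 7.4 with Tween-20. Donor and acceptor beads at 10 ug/mL final added, 20 min light-protected before reading.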
# RGS4 inhibitor = blocks human RGS4-accelerated GTP hydrolysis | 390,000 tested, 0.039% active | P49798 | AID 504845 | Transcreener GDP fluorescence polarization, RGS4-accelerated GTP hydrolysis | Potency, µM (doses to about 114 µM), for inactives: top-dose activity change, negative = inhibition, usual class: inhibitors; also: potency is read from the fitted curve at half-maximal effect; % is scaled to controls: 0 for no effect and ±100 for the full control effect; nearly all actives have a fitted effect of over 75% in size; some results filed as inactive show a strong effect at the top dose
# Target sequence (P49798 whole entry, looked up): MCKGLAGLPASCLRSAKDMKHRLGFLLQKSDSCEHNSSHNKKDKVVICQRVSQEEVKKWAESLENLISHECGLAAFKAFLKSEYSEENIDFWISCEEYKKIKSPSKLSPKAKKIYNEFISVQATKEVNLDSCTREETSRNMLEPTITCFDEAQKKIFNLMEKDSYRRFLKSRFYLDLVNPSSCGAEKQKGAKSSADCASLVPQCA
#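 MLSMR compounds (23 nl, pin-transferred) preincubated 10 min at room temperature with a 500nM (2x) first reagent, then RGS4 at 900nM (2x) plus Transcreener GDP mix added; fluorescence polarization (620/688 nm) read before and after 90 min at 30 °C.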
# Starred values were filed as active, the others as inactive; ? = inconclusive; / = not tested or not shown; & = joins results of further samples; [ ] = remark or other dose. Unless noted, calls follow the shape of the dose curve; as a rule, active = well fitted curve in the direction sought with a large enough effect; inconclusive = small, poorly fitted or top-dose-only effect, or another doubt; inactive = no such curve, though single readings can be large; an effect the other way counts as inactive or inconclusive.
SMILES,JMJD2A Tudor,ALOX12 inh,HP1b chromo inh,ERG-DNA inh,GLS inhibitor,PI4K2A block,G9a block,BAZ2B block,RGS4 inhibitor
O=C(CSCc1c(Cl)cccc1Cl)N1CCOCC1,-3%,3%,41%[activator],-9%,-1%,-1,5%,1%,3%
CC(CNC(=O)c1ccc(CSc2nc3ccncc3n2Cc2cccc(F)c2)cc1)c1ccccc1 (stereo not drawn),-12%,-8%,34%,6%,1%,-2,-27%[59 µM],-10%,-7%
Cc1ccc(-c2ccnc3nc(Sc4ncc(C(F)(F)F)cc4Cl)nn23)cc1,-3%,-7%,54%[activator],1%,-4%,4,-1%[59 µM],12%,-16%
COC(=O)c1ccccc1NS(=O)(=O)c1ccc2c(c1)CCCN2C(C)=O,-8%,-8%,21%,?,1%,-6,-5%[59 µM],/,4%
O=[N+]([O-])c1cc2c(cc1CN1CCN(CCOCCO)CC1)OCO2,?,?,29%,9%,7%,-21,79µM*,?,-44%
COc1ccc(C)cc1Nc1n[n+](-c2ccccc2)c(-c2ccc(C(=O)O)cc2)s1,35µM*,18µM*,-8%,-9%,13%,-9,10µM*,40µM*,-27%
O=C(NCCCn1ccnc1)c1nn2c(C(F)(F)F)cc(-c3ccc(Br)cc3)nc2c1Cl,45µM*,4%,?,14%,5%,-6,50µM*,50µM*,31%
COc1ccc(Br)c(C(=O)OCC(=O)NC(=O)NC2CCCC2)c1,-2%,-1%,62%[activator],3%,-5%,-1,/,/,-10%
CCOC(=O)c1c(C)[nH]c(C)c1C(=O)CSc1nnc(-c2ccncc2)n1Cc1ccccc1,-22%,0%,-1%,2%,6%,3,56µM*,?,-8%
CSc1nc(-c2ccc(Cl)cc2)c(C#N)c(=O)[nH]1,1%,?,17%,2%,2%,2,?,-17%,-18%
O=C(N/N=C/c1c(O)ccc2ccccc12)c1[nH]ncc1Br,-17%,?,19%,22%,-25%,3,8%[59 µM],-2%,11%
Cc1ccc(C(=O)N2CCN(C/C=C/c3ccccc3)CC2)cc1S(=O)(=O)N1CCOCC1,-23%,14%,22%,2%,-6%,6,/,/,5%
Cc1nc(C(N)=O)nc2ccccc12,-9%,0%,39%,-2%,1%,-6,1%,-1%,-4%
Cc1nn(-c2ccccc2)nc1C(N)=O,-15%,1%,21%,-6%,1%,-1,/,-30%,-7%
COc1cc(S(=O)(=O)Nc2cccnc2)ccc1F,-13%,6%,25%,1%,18%,9,9%[12.7 µM],5%,33%
CC(C)C(=O)Nc1cccc(NC2=NS(=O)(=O)c3ccccc32)c1,-4%,?,18%,-2%,-11%,16,4%[59 µM],-2%,-6%
Cc1cc(C(=O)NCc2ccco2)sc1C,-5%,3%,34%,3%,-1%,6,2%[12.7 µM],-4%,15%
NC(=O)c1cc(-c2ccccc2)sc1NC(=O)Cc1ccc(S(=O)(=O)N2CCOCC2)s1,-29%,-16%,2%,4%,8%,-2,17%[2.33 µM],-36%,16%
CCOC(=O)c1c(NC(=O)CSc2nnc(-c3ccccc3)o2)sc(C(C)=O)c1C,-18%,-16%,16%,4%,4%,1,-41%,-10%,?
CC(C)C(OC(=O)CN1C(=O)c2ccccc2C1=O)C(=O)NC1CCCCC1 (stereo not drawn),-4%,-3%,34%[activator],6%,5%,2,-6%[59 µM],-9%,15%
Cc1ccc(S(=O)(=O)c2[nH]c(-c3ccccc3)nc2SCCC(=O)O)cc1,-1%,1%,74%[activator],-1%,0%,-1,?,-16%,-42%
CC(NC(=O)C1CCC(CNC(=O)[C@@H]2Cc3ccccc3CN2)CC1)c1ccccc1 (stereo partly drawn),-14%,-12%,79%[activator],1%,-6%,-5,15%[59 µM],-20%,-23%[56.9 µM]
Cc1ccc(C2CC(=O)C=C(NCC(C)C)C2)cc1 (stereo not drawn),-33%[57.1 µM],?,?,-3%,5%,1,0%[59 µM],6%,?
Cc1ccc(NC(=O)/C(Cl)=C\c2ccccc2)cc1,10%,10%,35%,-16%,-6%,-5,-45%[59 µM],-27%,14%
Nc1ccc(NC(=O)c2cccs2)cc1,2%,0%,40%[activator],-5%,3%,9,/,-15%,-21%
O=C(NCc1ccccc1)c1cccc(COc2ccccc2Cl)c1,30%,-11%,99%[activator],0%,-16%,6,80%[activator],11%,3%
Cc1cccc2cc3c(NC(=O)c4ccccn4)nn(C)c3nc12,-3%[11.4 µM],-2%,95%[activator],1%,-1%,-4,2%[59 µM],9%,-21%[11.4 µM]
CCc1ccc(NC(=O)C2CCN(S(=O)(=O)c3ccc4c(c3)NC(=O)C(C)S4)CC2)cc1 (stereo not drawn),-16%,4%,38%,23%,0%,-20,43%[activator],-18%,17%[11.4 µM]
CCOC(=O)C(=CNc1ccc(OC)cc1[N+](=O)[O-])C(=O)OCC,-32%,182%[activator],43%[activator],2%,4%,-13,?,-9%,-23%
CCOC(=O)c1nn(-c2ccccc2)c(=O)c(C#N)c1C,-10%,-33%,9%,-6%,6%,3,-6%,?,-6%

# Some values from the list.
# CCOC(=O)C(=CNc1ccc(OC)cc1[N+](=O)[O-])C(=O)OCC @ ALOX12 inh = 182%[activator]
# Cc1cccc2cc3c(NC(=O)c4ccccn4)nn(C)c3nc12 @ BAZ2B block = 9%

# Additional records follow.
SMILES,JMJD2A Tudor,ALOX12 inh,HP1b chromo inh,ERG-DNA inh,GLS inhibitor,PI4K2A block,G9a block,BAZ2B block,RGS4 inhibitor
CN1CCCN(C(=O)c2c(F)cccc2Cl)CC1,-19%,-13%,23%,-7%,-2%,3,/,-5%,19%
Fc1ccc(N2CCN(c3nc(-c4ccco4)cc(C(F)(F)F)n3)CC2)cc1,-13%,-3%,29%,-6%,9%,3,/,5%,4%
O=S(=O)(c1ccc2c(c1)CCCN2)N1CCCCC1,-15%,-18%,39%,-10%,11%,-8,6%[12.7 µM],3%,-2%
COc1ccc(OC)c(/C=C/c2[nH]c(=O)[nH]c(=O)c2[N+](=O)[O-])c1,-23%,-16%,?,4%,30%,-19,/,-2%,-45%
COc1ccc(-n2nnnc2C2CCN(S(=O)(=O)c3ccc(NC(C)=O)cc3)CC2)cc1,-21%,-24%,11%,4%,-1%,-2,10%[59 µM],1%,20%
CCN(C[C@H]1N[C@@](CC)(C(=O)OC)[C@H]2C(=O)N(C)C(=O)[C@@H]12)C(=O)c1ccc(F)cc1,-9%,-26%,44%[activator],-13%,-1%,1,/,/,4%
CC(=O)Nc1ccc(OCC(O)CNC(C)C)cc1 (stereo not drawn),-6%,?,37%,0%,-1%&2%,0&-4,25%[59 µM],/,-15%
CC(=O)c1ccc(NC(=O)CN2c3cccc4cccc(c34)S2(=O)=O)cc1,-14%,-8%,-7%,-1%,-20%,-2,/,/,-7%
CONC(=O)c1cc(OCC(F)(F)F)ccc1OCC(F)(F)F,-3%,0%,23%,-6%,2%,4,5%[12.7 µM],-6%,30%
CC(=O)c1ccc(N2CCN(C(=O)C3CCC3)CC2)cc1,-23%,3%,12%,-2%,5%,4,?,-5%,2%
Cc1cccc(OCCCC(=O)NCCc2ccccc2)c1,-4%,17%,47%[activator],2%,-6%,-2,11%[59 µM],1%,27%
COc1ccc(C(C[N+](=O)[O-])c2c(C)[nH]c3ccccc23)cc1OC (stereo not drawn),?,-13%,-29%,5%,19%,-1,9%[59 µM],?,13%
CCOC(=O)C(C)n1cnc2sc3c(c2c1=O)CCC3 (stereo not drawn),-13%,9%,10%,6%,1%,3,6%[59 µM],19%,-13%
CCNc1nn2ccccc2c1/C=C(\C#N)C(=O)OCC,-11%,-28%,30%,-2%,-4%,-3,3%,-3%,3%
O=C(Nc1cc(C(=O)N2CCOCC2)ccc1N1CCCC1)c1cccs1,-3%,-16%,31%,/,11%,0,?,-4%,-2%
Cc1ccccc1C(=O)N1CCC(C(=O)Nc2cccc(S(=O)(=O)N3CCCCC3)c2)CC1,-33%,?,45%[activator],-3%,1%,0,?,-3%,?
CC/C(=N/NC(=O)c1ccc(Br)cc1)c1ccc(OCCN2CCOCC2)cc1,3%,7%,50%[activator],6%,-12%,-1,2%[59 µM],-3%,-17%
CCCCCCOc1ccc(C2C(=O)N(C3CCCCC3)CC(=O)N2CCC)cc1 (stereo not drawn),2%,?,12%,0%,-9%,2,16%[59 µM],4%,12%
CCN(CC)C(=O)Cc1cn(C)c2ccccc12,1%,1%,30%,-2%,8%,0,-6%[59 µM],-14%,-5%
CCOc1ccc(NC(=O)CN2C(=O)c3ccccc3Sc3ccc(C(=O)OC)cc32)cc1,-3%,0%,25%[57 µM],-4%,-9%,-3,7%[59 µM],3%,3%
Cc1ccc(NC(=O)c2nccnc2C(=O)O)cc1C,-32%,?,20%,-25%,-2%,-9,45µM*,?,8%
CCC(=O)NCc1csc(-c2cccs2)n1,-5%,140%[activator],27%,11%,-3%,2,/,-4%,0%
CCCCNC(=O)c1cc(-c2ccc(F)cc2)on1,-9%,13%,23%,3%,-4%,-6,12%[59 µM],-3%,-7%
C=CCn1c(=O)/c(=C/c2ccc(Cl)cc2)s/c1=C(\C#N)c1nnc2n1CCCCC2,-31%,-17%,2%,6%,2%,1,/,/,-38%

# A portion of the library; count on the stated rates, not on these rows.
